SKKanGAS inh – S. pyogenes SKKanGAS growth inhibitors in kanamycin, primary screen, streptokinase expression inhibitor project, SKKanGAS strain, BacTiter-Glo luminescence; 6 h; inhibition, % at 7.5 µM; 300,000 compounds, 1.3% hits; AID 1662, 2009;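 active = mean replicate score, as percent of positive control median, at least 50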;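 note: strain carries kanamycin resistance gene driven by streptokinase promoter and grows in 40 µg/ml kanamycin; loss of luminescence reflects streptokinase promoter inhibition or plain growth inhibition; 0% = median of DMSO wells and 100% = positive control at its reference dose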
TRPC4 potent – positive allosteric modulators of TRPC4, primary screen, cell-based, mouse TRPC4beta, HEK293 mu-opioid, Fluo-4 calcium; Short transient receptor potential channel 4 (Mus musculus), Q9QUQ5; DAMGO EC20, Fluo-4 Ca2+ flux; stronger effect = higher value; B-score at 10 µM; 310,000 compounds, 0.42% hits; AID 2227, 2009;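 active = B-score of calcium response area above 5 SD of library B-scores, with initial fluorescence ratio within 5 SD of library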;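 note: B-score of integrated fluorescence ratio over time as area under calcium response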
TRPC6 inh – mouse TRPC6 channel inhibitors, primary screen, cell-based, HEK293, membrane potential dye; Short transient receptor potential channel 6 (Mus musculus), Q61143; 310,000 compounds, 1.1% hits; AID 2553, 2010; B-score at 10 µM; ACh-evoked depolarization; stronger effect = lower value;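 active = B-score under library mean minus 3 SD, initial fluorescence not abnormally high, positive integrated signal ratio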;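 note: B-score derived from integrated fluorescence ratio over the kinetic read; more negative B-score means stronger inhibition of depolarization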
TRPC6 activator – mouse TRPC6 channel activators, primary screen, cell-based, HEK293, membrane potential dye; Short transient receptor potential channel 6 (Mus musculus), Q61143; HEK293-TRPC6 membrane potential dye fluorescence; stronger effect = higher value; 310,000 compounds, 0.13% hits; B-score at 10 µM; AID 2550, 2010;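 active = B-score of the integrated fluorescence ratio above library mean plus 3 SD, and starting fluorescence ratio within library mean plus 5 SD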;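 note: higher score means more depolarization so channel activation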
HIF activator – HIF pathway transcriptional activators, primary screen, cell-based, U2OS HRE-luciferase, luminescence. U2OS HRE-luciferase reporter; normalized: DMSO 0%, desferrioxamine 100%. activation, % at 7.5 µM (by protocol). 300,000 compounds, 0.32% hits. AID 1910, 2009;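 active = mean activation of at least 10% of the iron chelator positive control signal, with at least half of replicates also reaching 10%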
MrgX1 antag – antagonists of human MrgX1 receptor, primary screen, HEK293 cells, Fluo-4 calcium flux; BAM8-22 antagonism; stronger effect = lower value; B-score at 10 µM; 310,000 compounds, 1.3% hits; AID 588676, 2011;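 active = calcium-response B-score plate-corrected more than 3 library SD below zero, starting fluorescence within 5 deviations, no agonist response on first addition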;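 note: peak minus trough fluorescence over baseline after final BAM8-22 challenge near maximal dose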
Target sequence (Q96LB2 whole entry, looked up): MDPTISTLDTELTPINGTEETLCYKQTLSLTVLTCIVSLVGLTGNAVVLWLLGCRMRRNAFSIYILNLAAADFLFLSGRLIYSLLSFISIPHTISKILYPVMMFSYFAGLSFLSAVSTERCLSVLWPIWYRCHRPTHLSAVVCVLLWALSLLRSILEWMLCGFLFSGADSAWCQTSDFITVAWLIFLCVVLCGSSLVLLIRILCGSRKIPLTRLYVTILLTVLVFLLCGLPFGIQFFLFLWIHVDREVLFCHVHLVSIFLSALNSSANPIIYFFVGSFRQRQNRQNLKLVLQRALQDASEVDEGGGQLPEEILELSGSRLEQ
IEC-6 cytotox – cytotoxicity in IEC-6 intestinal epithelial cells, primary screen, cytotoxicity control for KLF5 inhibitor project, cell-based, luminescence; IEC-6 cytotoxicity, luminescence viability; inhibition, % at 5 µM; 290,000 compounds, 0.78% hits; in the data active = inhibition above about 22%;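 note: 0% = plate median of test compound wells and 100% = cytotoxic reference compound wells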
KLF5 inh – KLF5 expression inhibitors, primary screen, DLD-1 cells, luminescence | AID 1700, 2009 | inhibition, % at 5 µM | 290,000 compounds, 0.23% hits | DLD-1 KLF5 promoter-luciferase reporter;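 active = inhibition above a per-plate limit of that plate's mean compound inhibition plus 3 SD, cut at about 60% in these data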;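 note: 0% = DMSO wells and 100% = LY294002 at 200 µM; higher means less KLF5 promoter-driven luciferase light; inactives centre near -14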
aSyn UTR inh – MLPCN primary screen, SNCA 5' untranslated region; alpha-synuclein 5'UTR reporter, inhibitor activity; AID 1813, 2009; 300,000 compounds, 0.82% hits; inhibition, % (tested at 7.5 µM); in the data active = inhibition above about 60%;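 note: H4 neuroglioblastoma cells stably carrying SNCA 5'UTR luciferase fusion; 0% = DMSO wells and 100% = positive control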
TRPC4 agonist – activators of mouse TRPC4 channel, primary screen, Fluo4 calcium, HEK293 TRPC4beta/mu-opioid cells | Short transient receptor potential channel 4 (Mus musculus), Q9QUQ5 | Fluo4 calcium fluorescence; stronger effect = higher value | B-score at 10 µM | 310,000 compounds, 0.49% hits | AID 2237, 2010;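 active = B-score above 5 SD of library B-scores, and initial fluorescence ratio not above library mean plus 5 SD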;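 note: positive B-score marks a calcium rise read as TRPC4 activation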
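system = HEK293 cells stably co-expressing mouse TRPC4beta and mu-opioid receptor | schedule = Fluo4 dye loading 45 min at room temperature, 110 s recording | measure = B-scored integrated calcium fluorescence ratio | signal = Fluo4 calcium-sensitive dye fluorescence, kinetic, 1 Hz baseline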
TRPC4 block – inhibitors of mouse TRPC4 channel, primary screen, Fluo4 calcium, HEK293 TRPC4beta/mu-opioid cells | 300,000 compounds, 0.39% hits | DAMGO-evoked Fluo4 calcium flux; stronger effect = lower value | Short transient receptor potential channel 4 (Mus musculus), Q9QUQ5 | AID 2247, 2010 | B-score at 10 µM;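 active = B-score over 3 SD under the library average, no early fluorescence shift, positive overall ratio signal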
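Test system – stable TRPC4beta/mu-opioid receptor HEK293 cells · Probe or stimulus – DAMGO, a submaximal dose followed by a maximal one · Dosing – one concentration per compound · Signal – Fluo4 calcium fluorescence by kinetic imaging, 5 s 1 Hz baseline · Evaluation – per-well B score of integrated baseline-normalized Fluo4 ratio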
Numbers without * were called inactive; i = inactive; . = no result given. Some of the compounds tested (hit frequency here may not be typical).

The line under a structure holds: SKKanGAS inh | TRPC4 potent | TRPC6 inh | TRPC6 activator | HIF activator | MrgX1 antag | IEC-6 cytotox | KLF5 inh | aSyn UTR inh | TRPC4 agonist | TRPC4 block
- O=C(Cc1ccccc1[N+](=O)[O-])N1CCN(Cc2ccc3c(c2)OCO3)CC1
  2 | i | i | i | -0.1 | i | 1 | -21 | -7 | i | i
- CCC(=Nc1cccc(C(F)(F)F)c1)c1c(O)n(C)c(=O)n(C)c1=O
  4 | i | i | i | -0.1 | i | 0 | 2 | -9 | i | i
- CCC(COC(=O)NC)NC(=O)Oc1cccc(C)c1 (stereo unspecified)
  1 | i | i | i | -0.2 | i | -1 | -17 | 13 | i | i
- Cc1cccn2c(=O)c3cc(C(=O)N4CCC5(CC4)OCCO5)n(C)c3nc12
  7 | i | i | i | 1.1 | -4.7* | 9 | -10 | 19 | i | i
- Cn1cccc1CNCCc1ccccc1F
  9 | i | i | i | -0.1 | i | -3 | -29 | -6 | i | i
- CN(C)CC1CCCCC1=O (stereo unspecified)
  0 | i | i | i | -0.3 | i | -8 | 0 | 11 | i | i
- CCCC(=O)NC(Oc1ccc(C(C)=O)cc1)C(Cl)(Cl)Cl (stereo unspecified)
  -1 | i | i | i | 0.2 | i | 5 | 9 | 6 | i | i
- COc1ccc(-c2cc(C(F)(F)F)n3nc(C(=O)N4CCC5(CC4)OCCO5)cc3n2)cc1OC
  2 | i | i | i | -1.4 | i | 1 | 7 | 10 | i | i
- C=CCN1C(=O)NC(=O)/C(=C/c2c(CCN(C)C(=O)c3ccccc3)cc3c(c2OC)OCO3)C1=O
  2 | i | i | i | -0.2 | i | -4 | -18 | -2 | i | i
- CC1(C)CC(=O)C=C(NCCN2CCN(C(=O)Cc3ccc(Cl)cc3)CC2)C1
  -2 | i | i | i | -0.2 | i | 1 | -23 | 29 | i | i
- COc1ccccc1N1CCN(Cc2ccc(Cl)cc2Cl)CC1
  -2 | i | i | i | 0.0 | i | 2 | -14 | -16 | i | i
- CC[C@H]1CN(C)C[C@@]2(C(=O)OC)Cc3c([nH]c4ccccc34)C(=O)C[C@@H]12
  2 | i | i | i | -0.2 | i | . | . | -5 | i | i
- COc1ccc(O)c(CN2CCCC(C(=O)c3ccccc3SC)C2)c1 (stereo unspecified)
  8 | i | i | i | 0.3 | i | -1 | -15 | 14 | i | -6*
- Cc1ccccc1-n1c(C)nc2ccccc2c1=O
  7 | i | i | i | -0.2 | i | 0 | -8 | -6 | i | i
- Cc1ccc(N2C(=O)NC(=O)C(CCc3ccncc3)(Cc3cccc(Cl)c3Cl)C2=O)cc1 (stereo unspecified)
  7 | i | i | i | -0.4 | i | -7 | -1 | 32 | i | i
- Cc1[nH]n(-c2ccccc2)c(=O)c1C(c1ccc([N+](=O)[O-])cc1)c1c(C)[nH]n(-c2ccccc2)c1=O
  2 | i | -5.9* | i | -0.4 | i | -1 | -12 | 25 | i | i
- Clc1ccccc1C1=NCc2nncn2-c2sc(Br)cc21
  2 | i | i | i | -0.1 | i | . | . | 19 | i | i
- Cc1ccccc1CN1CCNCC1
  -1 | 15* | i | i | -0.6 | i | 4 | -99 | 12 | i | i
- COc1ccc(C(=O)N/N=C/C23CC[C@@H](O)CC2(O)CC[C@@H]2[C@@H]3CCC3(C)C(C4=CC(=O)OC4)CCC23O)cc1 (stereo partly specified)
  1 | i | i | i | -0.4 | i | -8 | -23 | 89* | i | i
- CC(O)(CS(=O)(=O)c1cccc(C(F)(F)F)c1)C(=O)Nc1cccc(C(F)(F)F)c1 (stereo unspecified)
  4 | i | i | i | -0.8 | i | 5 | -3 | -12 | i | i
- CCC(=O)c1ccc(OC(=O)N(C)c2ccccc2)cc1
  13 | i | i | i | 0.8 | i | 0 | -99 | -118 | i | i
- Cn1c(O)c(C=NCc2cccs2)c(=O)n(C)c1=O
  -12 | i | i | i | . | i | -6 | -18 | -3 | i | i
- C=CCn1c(O)c(C(CC)=NCC2CCCO2)c(=O)[nH]c1=O (stereo unspecified)
  -10 | i | i | i | -0.3 | i | 0 | -65 | 6 | i | i
- COC(=O)c1ccc(C(C(=O)NC2CCCCC2)N(CCN2CCOCC2)C(=O)Cc2cccs2)cc1 (stereo unspecified)
  0 | i | i | i | -0.1 | i | 8 | 3 | -17 | i | i
- Cn1c(=O)n(CC(=O)N2CCC3(CC2)OCCO3)c(=O)c2ccccc21
  -4 | i | i | i | 0.6 | i | -2 | 6 | -11 | i | i
- Cn1c2ccccc2c2c(C(=O)N3CCC4(CC3)OCCO4)cn(C3CCCC3)c(=O)c21
  9 | i | i | i | -0.2 | i | -2 | -36 | 8 | i | i
- Cc1ccc2nc3c(cc2c1)CC1(C(=O)N(C)C(=O)N(C)C1=O)C1CCCCN31 (stereo unspecified)
  -11 | i | i | i | 2.8 | i | 5 | -73 | -106 | i | i
- CCOC(=O)c1ccc(NC(=O)C2C3C=CC(O3)C2C(=O)O)cc1 (stereo unspecified)
  -2 | i | i | i | 1.7 | i | 5 | -44 | -77 | i | i
- CCc1ccccc1N1C(=O)/C(=C/c2ccc(N3CCN(C)CC3)o2)C(=O)NC1=S
  5 | i | i | i | -0.1 | i | 1 | -47 | -3 | i | i
- CC(=O)Nc1ccccc1C(=O)OCC(=O)Nc1ncccn1
  2 | i | i | i | -0.2 | i | 4 | -8 | 1 | i | i
- COc1ccc(OCC(=O)N2CCN(C/C=C/c3ccccc3)CC2)cc1
  -1 | i | i | i | -0.5 | i | 5 | -16 | 13 | i | i
- CCOc1cccc(CNCCc2c(C)[nH]c3ccc(OC(F)(F)F)cc23)c1O
  4 | i | i | i | -30 | -5.3* | 12 | -4 | 113* | i | i
- C=CCOc1ccc(CC2C(=O)N(C)C(=O)N(C)C2=O)cc1
  21 | i | i | i | -0.6 | i | 4 | 22 | -7 | i | i
- COc1ccc(CN2CCN(Cc3ccccc3OC)CC2)cc1
  2 | i | i | i | 2.1 | i | 8 | -18 | 16 | i | i
- O=C(O)CCC(=O)NCCC1=c2ccccc2=N/C1=C\c1c(O)n(Cc2ccc(F)cc2)c(=S)[nH]c1=O
  1 | i | i | i | -0.3 | i | -8 | -15 | -20 | i | i
- CCC(=NCCCn1ccnc1)c1c(O)n(-c2ccc(OC)cc2)c(=O)[nH]c1=O
  -7 | i | i | i | -0.4 | i | -7 | -38 | -7 | i | i
- CC12CN3CC(C)(CN(C1)C31CCOCC1)C2=O
  -4 | i | i | i | 0.1 | i | -6 | -15 | 10 | i | i
- O=c1[nH]c(=O)n(-c2ccc(F)cc2)c(O)c1/C=C1\C=Nc2ccccc21
  1 | i | i | i | 0.6 | i | -7 | 17 | -17 | i | i
- Cc1ccc(NC(=O)CCNC(=O)N2C[C@H]3C[C@@H](C2)c2cccc(=O)n2C3)c(C)c1
  -1 | i | i | i | 0.1 | i | 8 | 4 | 5 | i | i
- COc1ccccc1N(CC(=O)NC1CCCCC1)C(=O)c1cnn(C(C)C)c1
  2 | i | i | i | 0.3 | i | 3 | -1 | 15 | i | i
- O=[N+]([O-])c1cc(F)c(N2CCCC2)cc1N1CCNCC1
  8 | i | -6.9* | i | 0.0 | i | 2 | -27 | 1 | i | i
- CC(C)CN1CCN(Cc2ccccc2C(F)(F)F)CC1CCO (stereo unspecified)
  0 | i | i | i | 0.4 | i | 1 | -37 | 5 | i | i
- CCCCn1c(O)c(C(CC)=NCCc2ccccc2)c(=O)[nH]c1=O
  -6 | i | i | i | 0.0 | i | 2 | 8 | 26 | i | i
- CC(=O)NC(C)Cc1ccccc1 (stereo unspecified)
  -5 | i | i | i | -0.2 | i | 2 | 10 | 8 | i | i
- CNC(C(=O)c1ccccc1)C(OC)c1ccccc1 (stereo unspecified)
  -1 | i | i | i | -39 | i | -4 | -5 | -1 | i | i
- CC(C)OC12Oc3ccccc3C=C1N1CCC2CC1 (stereo unspecified)
  -2 | i | i | i | -0.2 | i | -3 | 13 | 20 | i | i
- CN1C(=O)/C(=C/c2ccc(Cl)s2)C(=O)NC1=S
  0 | i | i | i | -10 | i | 3 | -44 | -9 | i | i
- Cn1c(=O)c2c(ncn2CCCl)n(C)c1=O
  -4 | i | i | i | -0.1 | i | 6 | -15 | 11 | i | i
- CCCCn1c(O)c(C(C)=NCc2cccnc2)c(=O)[nH]c1=O
  14 | i | i | i | -0.8 | i | 0 | 3 | -22 | i | i
- CN(C)c1cc[n+](CC(O)C[n+]2ccc(N(C)C)cc2)cc1
  -3 | i | i | i | -1.2 | i | . | . | 11 | i | i
- Cc1cc(C)cc(N2C(=O)NC(=O)/C(=C\c3cccn3-c3ccc(Cl)cc3)C2=O)c1
  -10 | i | i | i | -0.3 | i | -4 | -26 | -24 | i | i
- C=CCn1c(O)c(C(C)=Nc2ccc(N(C)C)cc2)c(=O)[nH]c1=O
  -1 | i | i | i | 0.9 | i | -4 | -7 | -3 | i | i
- O=[N+]([O-])/C=C1/NCCN1Cc1ccc(Cl)nc1
  0 | i | i | i | 0.5 | i | -1 | -4 | 11 | i | i
- Cc1ccc2c(c1Cl)NC(C(=O)O)C1CC(Sc3ccccc3[N+](=O)[O-])C(Cl)C21 (stereo unspecified)
  27 | i | i | i | 0.1 | i | 2 | -18 | 33 | i | i
- C[n+]1c(-c2ccccc2)c2cc(N)ccc2c2ccc(N)cc21
  100* | i | -6.7* | i | 0.8 | i | -1 | 108* | 52 | i | i
- Cn1c(O)c(/C=C/C=Nc2ccccc2)c(=O)n(C)c1=O
  -7 | i | i | i | 0.3 | i | 2 | 0 | -9 | i | i
- CC(Cc1ccccc1)NCc1ccccc1O (stereo unspecified)
  -6 | i | i | i | 0.6 | i | -1 | 15 | -4 | i | i
- Cc1ccsc1C(=O)C1CCCN(Cc2ccccc2O)C1 (stereo unspecified)
  4 | i | i | i | 0.3 | i | -4 | -11 | -13 | i | -6*

Bioassay records from PubChem.
